Bioassay records deposited in PubChem BioAssay by several laboratories.
PMI inhibition = MPI inhibition at elevated mannose 6-phosphate – biochemical, fluorescence intensity, high mannose 6-phosphate, primary screen (AID 1220) | recombinant PMI enzyme, coupled fluorescence intensity; higher % means a stronger effect | one-dose inhibition, % at 20 µM; IC50 in µM for titrated hits | hit rate 0.66% among 190,000
TNAP activators = stimulation of alkaline phosphatase TNAP activity – biochemical, luminescent, no phosphate acceptor, uHTS, primary screen (AID 1001); purified TNAP, luminescent activation assay, no phosphate acceptor; higher activation fold means a stronger effect; activation fold at 20 µM; hits with a dose series show EC50 in µM; hit rate 0.03% among 200,000; in the data active means activation fold from about 3, or a potency from the dose series; inactive means the rest, 99 in 100 with activation fold below about 1.6; further: many of its hits are not listed in these tables
bCat nuc transl = beta-catenin nuclear translocation modulation; HeLa beta-catenin nuclear translocation, immunofluorescence imaging; nuclear translocation activity, % at 5 µM; hit rate 0.3% among 190,000; AID 1665;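 active means nuclear translocation activity above 50% at 5 µM, with a well cell count of 50 or more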;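 further: per-cell ratio of nuclear to cytoplasmic median beta-catenin stain intensity; plate controls were DMSO negative control for no effect and GSK-3 inhibitor IX positive control for full effect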
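System: HeLa cells, endogenous beta-catenin; compound dosing: 5 µM primary single dose, 0.1% DMSO, 0.02–20 µM confirmation series; incubation: 24 h compound exposure at 37°C, 5% CO2; signal: beta-catenin immunofluorescence imaging with DAPI; evaluation: % activation, nuclear-to-cytoplasmic median beta-catenin signal ratio per cell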
T cell modulator = T cell immune modulators affecting CD8 T cell-vesicle binding; hit rate 0.068% among 330,000; 2C CD8+ T cell-vesicle binding, flow cytometry; stronger effect = lower value; AID 2052; calls only at 7 µM;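 active means response, share of CD8 T cells binding vesicles, and their 90th percentile fluorescence all below set limits, cut at about 80% in these data, passing the limit was not always enough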
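Material: murine 2C transgenic CD8+ T lymphocytes / Also added: QL9-peptide-loaded Drosophila micro-vesicles bearing Ld, ICAM-1 and B7-1 / Schedule: binding step 1.5 h, 37 °C, antibody labelling 20 min, ice / Signal: flow cytometry, PE anti-B7-1 (FL2) versus Alexa647 anti-CD8 (FL8), PFA-fixed / Evaluation: percent CD8+ FL2 mean versus row control / Benchmarks: naked versus QL9-loaded vesicles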
Autophagy mod = alters autophagy in cells. MEF GFP-LC3 puncta imaging; test concentration mostly 10 µM. calls only at 10 µM (by protocol). hit rate 0.98% among 190,000;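 active means percentage of spot-positive cells more than 3 SD above its plate mean, without a fluorescence outlier flag or 80% toxicity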;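 further: spot-positive cell cutoff set from DMSO-treated cells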
PMI inhibitors = inhibitors of human PMI, primary screen, biochemical, fluorescence intensity, coupled assay (AID 1209). purified PMI enzyme, coupled fluorescence intensity; higher % means a stronger effect. inhibition, % at 20 µM; hits with a dose series show IC50 in µM. hit rate 0.42% among 190,000;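 further: plate controls were DMSO vehicle for no effect and wells lacking substrate for full effect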
MT stabilizer = stabilizes microtubules in HeLa cells. AID 2205. HeLa tubulin immunostaining HCS, 24 h; share of cells brighter than vehicle mean+2SD. hit rate 0.83% among 200,000. % tubulin-high responders, % at 10 µM;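 active means plate Z-score above 3 for both tubulin-high and condensed-nucleus cell shares, with cell loss under 80%, at 10 µM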;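 further: anti alpha tubulin signal scored within the nucleus-defined area of each cell; some results filed as inactive read as strong as hits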
Ins promoter up = MIN6 insulin promoter up-regulation | MIN6 insulin promoter-GFP reporter, high-content imaging; stronger effect = higher value | hit rate 0.3% among 190,000 | z-score at 5 µM;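 active means z-score above 3 at 5 µM with at least 500 cells counted in the well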
Lipid droplet = modulators of hepatic lipid droplet formation; AML12 mouse hepatocytes, oleate lipid droplets, BODIPY imaging; inhibition, % at 6.5 µM; hit rate 0.4% among 240,000; AID 1656;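 active means lipid droplet intensity inhibited by at least 50%, with more than 500 cells counted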
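Material – mouse AML12 hepatocyte cell line, fixed after treatment · Compound dosing – one dose, 6.5 µM compound · Times – compound with oleate, overnight · Measured by – Image-based BODIPY and DAPI two-channel analysis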
Ins promoter up cell count = recorded beside Ins promoter up, whose call it bears; cell count; measured here: cytotoxicity, nuclei count;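 total cells summed across four imaged fields per well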
Lipid droplet cells 6.5 µM = recorded beside Lipid droplet, whose call it bears; cell count; measured here: cell count, cytotoxicity flag;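 cells counted across two imaged fields per well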
bCat nuc transl cell count 5 µM = second read-out of bCat nuc transl, no call of its own (marks repeat the call); cell count; measured here: cell count, cytotoxicity flag
T cell modulator vesicle-bound % = further read-out of T cell modulator, marked with its call; double positive events, %; measured here: CD8+ vesicle-bound cell fraction;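 binding gate set so that unloaded-vesicle control wells show 10% double positive cells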
MT stabilizer Hoechst-high % = second read-out of MT stabilizer, no call of its own (marks repeat the call); % Hoechst-high responders; measured here: nuclear condensation Hoechst responders;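 share of cells brighter than vehicle mean plus two SD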
MT stabilizer cytotoxicity % = recorded beside MT stabilizer, whose call it bears; toxicity, %; measured here: cytotoxicity by cell density;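 0% = mean cell density of plate MIN control wells and 100% = no cells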
Autophagy mod cell loss 18 h = further read-out of Autophagy mod, marked with its call; toxicity, %; measured here: cell loss, nuclei count;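 cell loss after 18 h compound exposure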
An asterisk follows results filed as active; i = inactive; nt = not tested or not shown. Unless noted, no stated cut-off is given here; in the data, active means inhibition above about 50%; inactive means the rest.

Structure,PMI inhibition,TNAP activators,bCat nuc transl,bCat nuc transl cell count 5 µM,T cell modulator,T cell modulator vesicle-bound %,Autophagy mod,Autophagy mod cell loss 18 h,PMI inhibitors,MT stabilizer,MT stabilizer Hoechst-high %,MT stabilizer cytotoxicity %,Ins promoter up,Ins promoter up cell count,Lipid droplet,Lipid droplet cells 6.5 µM
CC(O)CNc1ncnc2nc[nH]c12 (stereo not given),-2%,1.2,-2.8,1379,i,60,i,5,2%,3.2,2.6,4.7,-0.36,1594,nt,nt
CCOC(=O)c1ccccc1NC(=O)CSc1nc2ccccc2c(=O)[nH]1,-5%,1.1,-1.4,1149,i,19,i,-8,-4%,1.5,2.6,6.0,-0.1,1396,-3,705
COc1cc(OC)cc(C(=O)NC2CCN(C(=O)N3c4ccccc4Sc4ccccc43)CC2)c1,18%,1.2,-3.0,814,i,5,i,-27,25%,1.5,1.1,8.0,-0.96,1156,nt,nt
Cc1ccc(Cn2ncc3c(N4CCN(CC#N)CC4)ncnc32)cc1,-11%,1.1,1.5,1039,i,36,i,-3,5%,2.7,2.2,3.0,-0.63,1331,12,706
COc1ccc(-c2c(C(C)=O)c(C)nc3sc4c(=N)n(N)cnc4c23)cc1,-1%,1,-0.2,543,i,9,i,-11,4%,3.4,2.1,2.2,-0.28,1323,1,679
CSc1cccc(NC(=S)N(CCN(C)C)C(C)c2ccncc2)c1 (stereo not given),nt,nt,0.6,1366,i,46,nt,nt,nt,nt,nt,nt,-1.1,983,-1,724
CC1(C)Cc2c(ccc3ccccc23)C(NNC(=O)c2cccnc2)=N1,-4%,1.1,-1.1,1422,i,32,i,-2,-9%,3.0,1.6,5.8,0.04,1581,nt,nt
CC(C)CC(C(=O)NC1CCCC1)N(Cc1cccs1)C(=O)c1snc(C(N)=O)c1N (stereo not given),15%,1.1,0.1,983,i,27,i,-1,13%,1.7,2.1,6.3,0.19,1106,-12,751
COC(=O)c1sc(N)nc1C(C)(C)C,1%,1,-1.4,1145,i,32,i,-5,2%,1.8,1.0,8.0,0.41,1726,-1,464
CCN(CC)S(=O)(=O)c1ccc(C(=O)NCCCn2ccnc2)cc1,-2%,1.2,-4.4,1111,i,19,i,12,-8%,4.0,1.4,1.9,0.82,1528,3,662
COc1cc2c3c(c1OC)C1(C=CC(=O)C=C1)CC3N(C(C)=O)CC2 (stereo not given),-8%,1.1,-2.5,1157,i,44,i,4,13%,2.2,1.3,3.5,-0.04,1380,-8,542
COc1cc(/C=N/Nc2cccc(C)c2)ccc1OC(=O)c1cccs1,-107%,1,-0.7,1086,i,44,i,15,-40%,2.8,2.1,5.0,0.24,1501,39,632
CCOC(=O)C1(C(F)(F)F)N=C(C(F)(F)F)Nc2ccc(F)cc21 (stereo not given),-5%,1.1,-0.3,545,i,44,i,11,-10%,5.2,2.1,9.4,0.05,1270,nt,nt
O=C(Cn1ccc([N+](=O)[O-])n1)N1CCCCCC1,2%,1.1,1.9,902,i,41,i,9,2%,1.2,1.5,3.8,-0.17,1666,-7,683
Cc1ccc(CNC(=O)C2CCCN(S(=O)(=O)c3c(C)noc3/C=C/N(C)C)C2)cc1 (stereo not given),nt,nt,0.2,1336,i,43,nt,nt,nt,nt,nt,nt,0.17,1006,3,604
O=C1c2ccccc2C(=O)N1Cc1cnc(N2CCN(c3ccccc3)CC2)s1,18%,1,-4.0,986,i,33,i,15,16%,11,14,26,-0.2,1508,-17,471
Cc1ccccc1NC(=O)c1cc(=O)c2ccccc2o1,2%,1.1,-0.7,1400,i,36,i,-5,8%,1.3,1.4,4.3,-0.19,1490,nt,nt
COCCn1c(=O)c2cc3c(=O)n(CCOC)c(=O)c3cc2c1=O,-1%,1.1,-4.3,1224,i,8,i,-8,-1%,1.9,2.0,8.4,-0.3,949,-8,746
CCOc1ccccc1CNCCNC(=O)c1nonc1N,nt,nt,-0.4,1277,i,19,nt,nt,nt,nt,nt,nt,1.5,906,-7,631
COc1cc(NC(=O)C2=C(N3CCOCC3)/C(=C\c3ccc(N(C)C)cc3)CCC2)cc(OC)c1OC,19%,1.1,nt,nt,i,51,i,-10,14%,8.2,74,27,0.1,1350,15,745
S=C(NCc1ccco1)NCC1CCCO1 (stereo not given),-1%,1.1,0.4,1500,i,34,i,5,-5%,1.4,1.9,13,-0.12,1575,nt,nt
O=C(Nc1cccnc1)c1cnn2c(C(F)F)cc(C3CC3)nc12,12%,1.1,-4.8,1110,i,45,i,-1,22%,3.0,1.7,5.7,0.02,1288,0,725
O=C(c1cccc(Cl)c1)N1CCN(C(=O)c2ccco2)CC1,-3%,1.1,-1.3,1141,i,32,i,-10,3%,2.1,1.9,12,-0.9,992,-1,777
CCOCc1[nH]c(=S)[nH]c(=O)c1Cc1ccc(OCC(C)C)cc1,3%,1,1.4,904,i,47,i,-18,-4%,1.5,2.6,9.7,nt,nt,-10,722
NC(=O)CCC(NS(=O)(=O)c1ccc(Cl)cc1)C(=O)NCc1ccccc1 (stereo not given),3%,1,1.7,1071,i,54,i,7,8%,2.9,1.6,10,-0.15,1442,-3,450
Cc1ccccc1-c1nc(CN2CCCC(C(=O)NCCCN3CCOCC3)C2)c(C)o1 (stereo not given),4%,0.9,nt,nt,i,15,i,18,-7%,6.7,1.0,5.7,nt,nt,nt,nt
Cc1c(NC(=O)/C=C/c2cn(-c3ccccc3)nc2-c2ccccc2)c(=O)n(-c2ccccc2)n1C,16%,1.1,3.3,1320,i,51,i,1,18%,1.9,1.6,2.3,-1.7,1050,nt,nt
CC1CCCC2(C1)NC(=S)c1c(sc3c1CCCC3)N2 (stereo not given),38%,1.1,-2.1,1085,i,15,i,2,74%*,3.2,1.7,2.0,-0.5,991,-4,774
Cc1ccc(Cn2c(C)nc3c(c2=O)c2nc4ccccc4nc2n3Cc2ccco2)cc1,-29%,1.1,nt,nt,i,41,i,0,-4%,2.7,1.5,3.0,-0.03,1159,-16,681
O=C(Nc1ccccc1[N+](=O)[O-])C1(c2ccccc2)CCOCC1,-9%,1.1,-2.6,1185,i,63,i,10,-7%,4.1,1.9,8.4,-0.78,1263,2,641
CCOc1cc(C)nc(NCCc2ccc(OC)c(OC)c2)n1,6%,1.1,-3.8,1210,nt,nt,i,5,11%,1.9,2.0,10,-0.14,1187,16,695
COc1ccc(/C(O)=C2/C(=O)C(=O)N(CCN3CCOCC3)C2c2ccc(C)cc2)cc1 (stereo not given),-11%,1.1,3.1,1404,i,28,i,-12,-12%,1.8,1.9,11,-0.12,1648,nt,nt
Cc1[nH]nc(SCC(=O)NCc2ccccc2)c1[N+](=O)[O-],-1%,1.1,-0.8,1154,i,10,i,4,6%,1.6,3.5,11,0.23,1498,-10,688
COC(=O)c1cc(C(=O)c2ccccc2)n2c(=O)/c(=C\N(C)C)sc12,nt,nt,-0.5,1338,i,27,nt,nt,nt,nt,nt,nt,0.78,1367,-14,661
COCCSc1ccccc1C(=O)Nc1ccc(Cl)cc1,6%,1,-2.9,992,i,22,i,1,11%,4.9,2.9,9.4,-1,1674,-5,663
CCOC(=O)c1cc(-c2ccc(C)o2)n[nH]1,8%,0.3,-0.9,1052,i,13,i,27,10%,1.3,1.2,5.5,-0.06,1282,-3,782
COc1cc(-c2nn3c(-c4ccco4)nnc3s2)cc(OC)c1OC,-6%,1.1,-4.8,987,nt,nt,nt,nt,-1%,nt,nt,nt,0.39,1249,nt,nt
COCCn1nnnc1C(c1cc2cc(C)cc(C)c2[nH]c1=O)N1CCN(c2ccccc2F)CC1 (stereo not given),-28%,1.1,nt,nt,i,28,i,4,10%,1.9,1.8,6.4,-0.26,1207,-13,619

Compounds were not picked by outcome; any-hit rate near 2.9%.
